XIAP displacement – XIAP antagonists, biochemical, IAP family, fluorescence polarization (AID 1018). actives 0.007% (n = 200,000). XIAP BIR domain, fluorescence polarization peptide displacement; higher % means a stronger effect. displacement, % at 20 µM; hits with a dose series show IC50 in µM; in the data active means displacement above about 50%; further: a part of the inactive calls stands beside numbers as strong as those of hits
RSV CPE inhibition – RSV antiviral activity via CPE protection, HEp-2 cells, primary 10 µM value included (AID 2391); HEp-2 cells, RSV-induced CPE inhibition; higher % means a stronger effect; actives 0.13% (n = 310,000); CPE inhibition, % at 10 µM; hits with a dose series show IC50 in µM; in the data active means a potency from the dose series; inconclusive means CPE inhibition mostly from about 23% at the one dose, without a potency; inactive means the rest, 99 in 100 with CPE inhibition below about 21%; further: strong numbers were not always called active
K1F lysis inhibition – protection from phage-mediated lysis, alamar blue read-out – E. coli UTI89, K1F phage, bacterial capsule biogenesis inhibitors (AID 488966) | inhibition, % at 100 µM; hits with a dose series show IC50 in µM | actives 0.02% (n = 340,000) | E. coli UTI89 K1F phage lysis, alamar blue, 2 h; higher % means a stronger effect;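 active means phage lysis inhibition, versus mean bacterial control, above a set limit; inconclusive means no clear call, values can overlap the other calls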;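 further: capsule biogenesis inhibitors block K1F phage lysis so surviving cells raise fluorescence; higher fluorescence means more inhibition of phage lysis; actives were called in the ten point dose series up to 300 µM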
West Nile antiviral – inhibition of WNV-induced cytopathic effect – cell-based, CPE readout (AID 1621) | West Nile virus-infected cells, CPE inhibition; higher % means a stronger effect | CPE inhibition, % at 10 µM, or IC50 in µM where a hit was titrated | actives 0.02% (n = 290,000); in the data active means a potency from the dose series; inconclusive means CPE inhibition mostly from about 3.7% at the one dose, without a potency; inactive means the rest, 99 in 100 with CPE inhibition below about 2.2%; further: strong numbers were not always called active
NS5 inhibitors – Dengue-2 NS5 methyltransferase inhibitors, primary screen, biochemical, confirmation dose response (AID 588689) | Dengue-2 NS5 methyltransferase capping enzyme assay, biochemical; higher % means a stronger effect | one-dose inhibition, % at 25 µM; IC50 in µM for titrated hits | actives 0.3% (n = 340,000); in the data active means a potency from the dose series; inconclusive means inhibition above about 29% without an active follow-up result
Yfh1-off respiration – mitochondrial function rescue without frataxin homolog – Friedreich's ataxia, plus single-dose screen, dose response (AID 1465); S. cerevisiae Yfh1-off respiration, WST-1 reduction, 72 h; higher fold induction means a stronger effect; fold induction at 50 µM, or EC50 in µM where a hit was titrated; actives 0.074% (n = 220,000);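 active means fold induction of absorbance versus untreated yeast above a set limit, then at least 30% activation at any dose in follow-up; inconclusive means repeats straddling the limit, or above it without dose testing; inactive means fold induction below the set limit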;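 further: activators that raise dye reduction in frataxin-depleted yeast; strong numbers were not always called active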
WT yeast gro inh – growth inhibition of WT yeast, mitochondrial fusion screen | AID 1362 | mitochondrial fusion phenotypic screen, WT strain | inhibition, % at 10 µM | actives 2.1% (n = 190,000); in the data active means inhibition above about 58%; tested in S. cerevisiae
ER stress rescue – protection against thapsigargin-triggered cell killing – 384-well, CSM14.1, ATP luminescence, primary screen (AID 1222) | 190,000 tested, under 10 active | CSM14.1 thapsigargin-induced death rescue, ATP luminescence; higher % means a stronger effect | cellular ATP content (survival), % at 20 µM; hits with a dose series show EC50 in µM;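 active means EC50 below 50 µM in the dose-response confirmation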;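 further: death triggered by thapsigargin at about 15 µM added after 2 h compound pretreatment; cell ATP read after overnight thapsigargin exposure of roughly 18 to 22 hours; normalized against plate controls of thapsigargin alone and 5% DMSO vehicle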
SV40 large T antigen – SV40 large T antigen inhibitors, biochemical (AID 1903); SV40 large T antigen ATPase/helicase inhibition assay; higher % means a stronger effect; one-dose inhibition, % at 20 µM; IC50 in µM for titrated hits; actives 0.39% (n = 310,000); in the data active means a potency from the dose series; inconclusive means inhibition mostly from about 32% at the one dose, without a potency; inactive means the rest, 99 in 100 with inhibition below about 32%; further: strong numbers were not always called active
WT yeast gro inh mutant strain – further read-out of WT yeast gro inh, marked with its call; inhibition, %; mitochondrial fusion phenotypic screen, mutant strain inhibition
* = called active by the depositor; i = inactive; ? = inconclusive; nt = not tested or not shown; [ ] = dose if it differs, or a comment.

SMILES	XIAP displacement	RSV CPE inhibition	K1F lysis inhibition	West Nile antiviral	NS5 inhibitors	Yfh1-off respiration	WT yeast gro inh	WT yeast gro inh mutant strain	ER stress rescue	SV40 large T antigen
N#Cc1nc(-c2cccs2)oc1NCCN1CCOCC1	-5.6%	1.2%	0.7%	nt	-3.4%	nt	5.4	0.7	-2.3%	7.9%
O=C(Nc1ccccc1F)c1cc(S(=O)(=O)N2CCOCC2)cs1	nt	0.8%	0.1%	-0.5%	0.6%	nt	nt	nt	nt	9.2%
Cc1ccc(CNC(=O)CCc2nnc3ccc(N4CCC5(CC4)OCCO5)nn23)cc1	nt	1.9%	0.1%	-0.1%	-3.5%	nt	nt	nt	nt	11.6%
CC1=C(C)CC(C(=O)NCc2c(F)cccc2Cl)C(C(=O)O)C1 (stereo unspecified)	nt	0.5%	0.2%	0.1%	-1.3%	nt	nt	nt	nt	4.3%
CCn1c2ccccc2c2cc(NC(=O)c3ccc(Br)o3)ccc21	-6.4%	55.9%	0.6%	-0.6%	32.4%	i	17.8	14.4	0.3%	31.6%
COc1cc(C2C(C(C)=O)=C(C)Nc3ncnn32)ccc1O (stereo unspecified)	-5.2%	0.9%	1.5%	-0.1%	-5.5%	i	13.7	8.7	-1.9%	6.8%
C[C@H](NC(=O)[C@@H]1Cc2ccccc2CN1C(=O)OC(C)(C)C)C(=O)NCC1CCCO1 (stereo partly specified)	nt	1.4%	0.3%	-0.1%	-10.5%	nt	nt	nt	nt	9.3%
COc1ccc2ccccc2c1CNC(=O)CC1C(=O)NCCN1CC(C)(C)C (stereo unspecified)	nt	-0.1%	0.0%	-0.5%	-9.1%	i	nt	nt	nt	27.0%
COc1cc(/C=C2/C(=N)N3N=C(C)SC3=NC2=O)ccc1OS(=O)(=O)c1ccc(C)cc1	nt	0.9%	-0.2%	-0.6%	4.5%	nt	nt	nt	nt	3.1%
Cn1c2c(c(=O)n(C)c1=O)CN(Cc1ccc3c(c1)OCO3)CN2	-0.2%	1.1%	0.4%	-0.1%	5.4%	i	-3.0	2.9	nt	6.9%
COc1ccc(C2(c3ccc(OC)cc3)NC(=O)N(CC(=O)Nc3ccc(C(=O)N(C)C)cc3)C2=O)cc1	nt	4.0%	-1.3%[50 µM]	-0.2%	-5.2%	nt	nt	nt	nt	20.5%
O=C(CN1CCOCC1)N(c1ccccc1)c1ccc2ccccc2c1	-2.0%	1.6%	-0.3%	-1.5%	2.4%	i	19.0	2.4	-1.7%	6.3%
Cc1cc(S(=O)(=O)Nc2ccc(C(=O)N3CC(C)OC(C)C3)cc2)ccc1F (stereo unspecified)	nt	-1.2%	2.1%[50 µM]	nt	7.3%	nt	nt	nt	nt	10.8%
CCOc1ccc(C(=S)N2CCOCC2)cc1OCC	-4.6%	2.0%	-0.6%	0.6%	-1.6%	i	6.6	2.6	-0.8%	1.2%
Cc1c(C(=O)N2CCN(C(=O)c3ccco3)CC2)sc2nc(-c3ccc(F)cc3)cn12	-0.3%	1.2%	-0.9%	-0.1%	2.1%	i	1.2	0.6	0.8%	11.7%
CC(=O)c1ccc(NC(=O)COC(=O)c2ccccc2N=Nc2ccc(N(C)C)cc2)cc1	-4.9%	0.9%	0.7%[50 µM]	-0.5%	2.0%	i	37.0	13.2	5.7%	0.4%
Cc1ccc(NC(=O)CN2C(=O)S/C(=C\c3cc(C)n(-c4cccc(C(=O)O)c4)c3C)C2=O)cc1	-8.2%	?	-2.0%	1.3%	5.9%	i	9.9	0.0	1.8%	12.5%
COc1ccc(-n2nc(C(=O)NCC(=O)NCCCN3CCOCC3)c3ccccc3c2=O)cc1Cl	nt	-0.6%	0.2%	-0.2%	-9.0%	nt	nt	nt	nt	9.8%
CN=c1scc(-c2ccccc2F)n1/N=C/c1ccc(O)c(O)c1O	-6.5%	nt	3.1%	-0.3%	26.9%	i	39.0	30.2	-1.6%	13.0%
Cc1ccc(C(=O)N(C)c2ccc(OCC(=O)N3c4ccc(C)cc4C4CN(C)CCC43)cc2)cc1 (stereo unspecified)	-4.8%	-2.5%	-0.2%	0.0%	1.7%	i	-6.7	-0.4	-3.5%	-1.3%
O=C(Nc1nc(-c2ccncc2)cs1)c1ccc(S(=O)(=O)N2CCOCC2)cc1	1.7%	1.5%	0.1%	nt	-4.9%	nt	8.0	0.6	-1.9%	8.7%
Cc1ccccc1NC(=O)c1cccc(S(=O)(=O)N2CCOCC2)c1	nt	1.6%	0.3%	0.0%	0.0%	nt	nt	nt	nt	1.0%
O=C(NC1CCCC1)c1cc2ccccc2o1	nt	0.6%	1.3%[50 µM]	0.1%	3.9%	nt	nt	nt	nt	0.2%
CC(C)(C)OC(=O)NNC(=S)NC1CCCCC1	-3.2%	-1.3%	-0.6%	-0.2%	-10.1%	i	9.3	17.4	-0.3%	0.7%
CC(=O)N1CCc2cc(S(=O)(=O)CCC(=O)NCc3ccc(F)cc3)ccc21	nt	1.4%	0.3%	-0.3%	-1.8%	nt	nt	nt	nt	10.2%
O=C(O)/C=C/C(=O)Nc1ccc(OC(F)(F)Cl)cc1	2.9%	-0.9%	-0.5%	0.2%	-0.7%	i	-0.2	6.5	0.4%	2.9%
COC(=O)c1c(C)oc(C)c1S(=O)(=O)NCc1ccc(Cl)cc1Cl	nt	nt	0.0%	-0.6%	6.3%	i	nt	nt	nt	11.4%
CC1(C)CC(=O)C(C2c3ccccc3Oc3ccccc32)C(=O)C1	-5.1%	0.6%	0.3%	2.1%	-1.8%	i	-12.2	-44.8	-1.6%	10.0%
CC(=O)Nc1ccc(NC(=O)CN(c2cccc([N+](=O)[O-])c2)S(C)(=O)=O)cc1	-4.6%	-4.5%	-0.4%	0.3%	-5.5%	i	8.2	-2.5	-2.1%	6.4%
C/C(O)=C(/C=Nc1ccccc1)C(=O)Nc1ccccc1	-4.9%	0.9%	-0.9%	-0.5%	-2.2%	i	4.2	-7.5	-1.2%	0.5%
CCOc1ccc(/C=N/NC(=O)C(C)N(c2ccc(OC)cc2)S(C)(=O)=O)cc1OCC (stereo unspecified)	-5.5%	0.8%	0.2%	-1.5%	-12.4%	i	1.3	-23.9	-0.7%	-40.8%
O=c1[nH]ncc(NCc2ccc(Cl)cc2)c1Cl	15.2%	14.6%	-0.3%	-0.6%	-1.6%	i	-1.7	-12.1	1.2%	6.9%
COCCN(C(=S)Nc1ccc(C)cc1C)C(C)c1cccs1 (stereo unspecified)	-0.4%	0.4%	0.0%	-0.9%	-4.7%	i	44.2	-8.3	-0.1%	9.5%
O=C(Nc1nc2c(s1)CCCC2)C1CCCN1C(=O)c1cccs1 (stereo unspecified)	-4.4%	0.8%	0.3%	-1.0%	-4.8%	i	5.7	12.6	-0.4%	2.1%
CC(C)[C@H](NC(=O)OC(C)(C)C)C(=O)N1CCC(C(=O)N[C@@H](C)C(=O)Nc2ccc(F)cc2)CC1	nt	0.2%	-0.7%[50 µM]	-0.8%	-7.5%	nt	nt	nt	nt	-1.4%
N#Cc1ccc(C(=O)NCC(c2ccco2)N2CCCCC2)cc1 (stereo unspecified)	-4.0%	2.1%	0.1%	-0.4%	-4.8%	i	-3.0	-2.9	-0.2%	-2.8%
NC(=O)c1ccc(NC(=O)CCC(=O)N2CCN(S(=O)(=O)c3ccc(Cl)cc3)CC2)cc1	nt	-1.5%	-0.1%	-0.2%	-14.7%	i	nt	nt	nt	3.7%
CC(=O)NC1C(=O)N=C(SC(C)C(=O)Nc2cccc(Cl)c2)NC1=O (stereo unspecified)	-9.8%	-1.2%	-0.3%	-0.3%	5.1%	i	-8.1	0.9	0.4%	7.4%
CCOC(=O)C1CCCN(C(=O)c2ccc([N+](=O)[O-])cc2)C1 (stereo unspecified)	-4.6%	1.7%	2.5%	-0.7%	-5.1%	i	10.5	14.7	-0.3%	2.8%
CCn1c(SCc2cc(=O)n3ccsc3n2)nc2ccccc21	-2.4%	8.5%	0.0%	-0.5%	1.5%	i	11.0	11.4	-1.6%	11.2%
Cc1cccc(NC(=O)CCc2nnc3ccc(NCc4ccco4)nn23)n1	nt	0.7%	0.3%	0.3%	-7.7%	nt	nt	nt	nt	23.4%
O=C(c1ccccc1)c1c[nH]c(C(=O)NNc2ccccc2)c1	2.0%	1.7%	-0.8%	-0.6%	0.7%	i	54.0	54.5	0.8%	-2.0%
Cc1ccc(C(NC(=O)/C=C\c2ccc3c(c2)OCO3)C(=O)Nc2ccc3c(c2)OCO3)cc1 (stereo unspecified)	-5.0%	2.6%	-0.2%	-0.6%	3.9%	i	14.2	10.3	-2.3%	21.8%
COc1ccc(Cc2nnc(NC(=O)c3cccc([N+](=O)[O-])c3)s2)cc1	-7.2%	-0.1%	2.3%	-0.7%	0.0%	i	3.9	6.6	-2.7%	6.3%
CN(C)CCNC(=O)/C(=C/c1ccc(-c2cccc(Cl)c2)o1)NC(=O)c1ccccc1	-3.1%	3.8%	5.1%	-2.2%	-2.2%	i	-5.1	-2.7	0.1%	9.8%
COC(=O)c1cc(OC)c(OC)cc1NC(=S)Nc1cccc(Cl)c1	-7.3%	1.9%	0.0%	0.2%	-8.2%	i	-12.6	-8.2	3.8%	9.5%
CCOC(=O)C1=C(C)NC(=S)NC1c1ccc(OCC(=O)N2CCCCCC2)c(OC)c1 (stereo unspecified)	nt	0.4%	0.0%	-0.3%	-5.0%	nt	nt	nt	nt	11.8%
O=C(Nc1ccccc1OC(F)F)c1cc2c(s1)CCC2	-10.0%	3.5%	0.2%	-1.1%	-4.5%	i	6.4	-3.4	-2.9%	1.9%
COc1ccc(C(=O)NN2C(=O)C3C(c4ccccc4)C=CC(c4ccccc4)C3C2=O)cc1 (stereo unspecified)	-5.3%	3.3%	1.2%	-0.4%	-7.9%	i	21.3	-4.3	2.2%	7.5%
COc1cc(OC)cc(C(=O)N2CCN(Cc3ccccc3Br)CC2)c1	-3.1%	1.1%	-0.1%	-1.5%	-3.1%	i	8.8	-1.2	6.2%	nt
Further compounds.
SMILES	XIAP displacement	RSV CPE inhibition	K1F lysis inhibition	West Nile antiviral	NS5 inhibitors	Yfh1-off respiration	WT yeast gro inh	WT yeast gro inh mutant strain	ER stress rescue	SV40 large T antigen
Cc1ccc(NN=C2C(=O)OC(C)(C)OC2=O)c(C)c1	1.7%	2.9%	4.4%	0.0%	-5.2%	i	11.1	-16.0	-1.2%	7.2%
CCCNC(=O)CN(C)C(=O)c1n[nH]c2ccccc12	-3.8%	1.3%	0.9%	-0.2%	-1.0%	i	-7.9	4.2	0.6%	7.0%
CC(C)c1nc(NCCO)c2nnn(Cc3ccccc3)c2n1	-4.3%	-0.6%	0.2%	-1.4%	0.0%	i	-33.2	-0.8	-0.9%	2.8%
CCCCN(C(=O)CCNC(=O)NC12CC3CC(CC(C3)C1)C2)c1c(N)n(CCC)c(=O)[nH]c1=O	nt	-2.5%	-0.5%[50 µM]	nt	-1.4%	nt	nt	nt	nt	16.3%

Screens (PubChem BioAssay)

Rows were taken by chance; overall some 2.2% were active at least once.
